DSG3 Ab inh: inhibitors of pemphigus antibody binding to human desmoglein-3 | 0.48% of 310,000 active | DSG3-coupled beads, scFv-anti-DSG3-GFP binding, flow cytometry; hits give low values | binding (percent of control), % at 10 µM | AID 588358;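 active = binding more than 3 SD below its plate's average and above zero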;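 also: hits lower antibody fragment binding to DSG3; some compounds called inactive have numbers as strong as hits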
Target sequence (P32926 whole entry, looked up, the tested form may be a part): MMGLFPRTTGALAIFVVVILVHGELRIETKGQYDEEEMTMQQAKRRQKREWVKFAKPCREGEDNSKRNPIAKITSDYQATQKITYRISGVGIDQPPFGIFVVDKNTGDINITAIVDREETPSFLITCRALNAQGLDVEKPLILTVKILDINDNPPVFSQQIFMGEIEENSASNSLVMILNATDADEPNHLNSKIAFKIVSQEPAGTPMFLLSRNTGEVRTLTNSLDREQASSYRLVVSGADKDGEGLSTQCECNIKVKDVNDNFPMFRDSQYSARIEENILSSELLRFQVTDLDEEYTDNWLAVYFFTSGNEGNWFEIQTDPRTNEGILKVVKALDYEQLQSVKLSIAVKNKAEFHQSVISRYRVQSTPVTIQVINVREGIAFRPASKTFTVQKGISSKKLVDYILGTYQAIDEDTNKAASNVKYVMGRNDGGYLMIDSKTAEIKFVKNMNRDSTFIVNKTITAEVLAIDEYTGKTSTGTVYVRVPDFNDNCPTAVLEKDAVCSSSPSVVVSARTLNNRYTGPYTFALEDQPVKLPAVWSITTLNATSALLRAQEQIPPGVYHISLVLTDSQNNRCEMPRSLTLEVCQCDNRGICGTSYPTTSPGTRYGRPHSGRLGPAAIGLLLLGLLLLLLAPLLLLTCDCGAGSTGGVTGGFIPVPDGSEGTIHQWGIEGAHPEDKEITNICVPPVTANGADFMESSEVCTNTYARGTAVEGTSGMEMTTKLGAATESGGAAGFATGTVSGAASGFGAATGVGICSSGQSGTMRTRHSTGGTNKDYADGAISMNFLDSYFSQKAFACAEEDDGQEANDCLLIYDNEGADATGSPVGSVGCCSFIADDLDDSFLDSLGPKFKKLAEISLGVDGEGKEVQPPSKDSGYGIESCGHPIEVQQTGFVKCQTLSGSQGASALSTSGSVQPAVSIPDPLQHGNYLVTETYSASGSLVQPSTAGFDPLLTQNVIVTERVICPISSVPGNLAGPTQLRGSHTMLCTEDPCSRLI
V-ATPase pHluor: alters yeast V-ATPase proton transport; AID 504577; 0.37% of 350,000 active; response, % at 10 µM; S. cerevisiae, pHLuorin cytosolic pH fluorescence; in the data active = response mostly above about 7.3%, no sharp cut-off; inactive = mostly below about 5.4%; also: actives read high; inactives centre near 0; some compounds called inactive have numbers as strong as hits; reference of the scale not given here
Wnt act: Wnt/beta-catenin pathway activation | Wnt/beta-catenin reporter cell assay, activator, plate reader | activation, % at 9.35 µM | 1.2% of 300,000 active; in the data active = activation above about 30%, passing the limit was not always enough;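 also: 0% = neutral control wells and 100% = positive control wells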
The depositor's hits bear a star; . = no result given. These rows are one share of the data, so the mix of outcomes need not match the whole.

SMILES	DSG3 Ab inh	V-ATPase pHluor	Wnt act
COc1ccc(C(=O)Nc2cc(OC)c(NC(=O)Nc3ccccc3)cc2OC)cc1	98	-2	0
CC(CNC(=O)CCCn1c(=O)c2cccn2c2cccnc21)c1ccccc1 (configuration not stated)	108	-2	0
O[C@H]1C[C@H](c2ccc(Cl)cc2)N(CC2CCCCC2)C[C@@H]1n1cc(-c2ccc(F)cc2)nn1	109	1	-2
O=C(O)C(Cc1c[nH]c2ccccc12)NS(=O)(=O)c1ccc(F)cc1 (configuration not stated)	101	1	-1
C[C@H](CO)N1C[C@H](C)[C@H](CN(C)S(=O)(=O)c2cccc(F)c2)Oc2cc(Br)ccc2S1(=O)=O	96	1	-4
CCN1C(=O)[C@H]2[C@@H](c3ccc(OC)cc3)N[C@]3(CCCN(Cc4cccn4C)C3=O)[C@H]2C1=O	100	1	-3
COCC(O)Cn1ccnc1[N+](=O)[O-] (configuration not stated)	108	0	-2
Cc1ccc(NS(=O)(=O)c2ccc(-n3cccn3)cc2)c(Cl)c1	100	1	-1
COc1ccc(C(=O)OCC(=O)N2CCN(C(=O)c3ccco3)CC2)c(OC)c1OC	101	3	-3
CCc1ccccc1OCC(=O)Nc1nnc(C2CC2)s1	102	1	-5
O=c1ccc2c(ccc3ncccc32)o1	107	4	2
Cc1cc(C)c(S(=O)(=O)N2CCN(C(=O)CC(C)n3nc(C)nc3C)CC2)c(C)c1 (configuration not stated)	99	5	-1
COc1ccc(C(=O)CC(C(=O)O)c2ccc(OC)c(OC)c2)cc1OC (configuration not stated)	108	2	-2
Cc1cccc(NC(=O)COC(=O)c2nn(-c3ccccc3C(F)(F)F)cc2O)c1C	102	-1	-3
CC(=NO)C1(C)CC=CCC1CO (configuration not stated)	106	-3	-1
C[C@H]1CN([C@@H](C)CO)C(=O)CCCn2nncc2CO[C@@H]1CN(C)C(=O)c1ccccc1	101	-4	-2
O=C(NCC1CCCO1)c1ccc(Cl)c(NS(=O)(=O)c2ccc(F)cc2)c1 (configuration not stated)	103	0	-1
Cc1noc(NS(=O)(=O)c2ccc(NC(=O)/C=C/c3ccc(Cl)cc3Cl)cc2)c1C	102	2	0
O=S(=O)(Cc1ccccc1)C(c1ccccc1)S(=O)(=O)Cc1ccccc1	106	-2	-3
C[C@H]1CN([C@@H](C)CO)C(=O)CCCn2cc(nn2)CO[C@@H]1CN(C)C(=O)Nc1ccc2c(c1)OCO2	.	0	-2
C[C@H]1CN([C@@H](C)CO)S(=O)(=O)c2ccc(Br)cc2O[C@@H]1CN(C)Cc1ccccc1	103	-4	-1
CCCCCCN1C[C@H](n2cc(COC(=O)c3ccccc3)nn2)[C@@H](O)C[C@@H]1c1ccccc1	116	-1	0
CCCc1ccc(S(=O)(=O)N2CCN(C(=O)CN3C(=O)NC(C)(C4CC4)C3=O)CC2)cc1 (configuration not stated)	98	4	0
Cc1ccc(C(=O)NCC(=O)OCC(=O)N(CC(C)C)c2c(N)n(Cc3ccccc3)c(=O)[nH]c2=O)s1	103	1	0
Cc1c(Cl)ccc(S(=O)(=O)N2CCN(C)CC2)c1Cl	106	1	-1

More records.
SMILES	DSG3 Ab inh	V-ATPase pHluor	Wnt act
CC1=C(C(=O)N(C)C)CC(CC(=O)NCC2CCCCC2)C(=O)N1Cc1ccccc1 (configuration not stated)	106	0	-1
CC1Cc2nc(SCC(=O)NCC3CCCO3)n(-c3ccccc3)c(=O)c2S1 (configuration not stated)	104	-1	-2
COc1ccccc1N1CCN(S(=O)(=O)CCNC(=O)CCc2ccccc2)CC1	101	5	0
CC1=C(C(=O)Nc2ccccc2C(=O)N2CCN(c3ccccc3)CC2)SCCO1	102	6	-2
Cc1cccc(OCC(=O)N2CCc3ccccc3C2)c1C	106	3	-4
C[C@@H]1CNC(=O)c2c(C(=O)N[C@@H](Cc3c[nH]c4ccccc34)C(=O)OC(C)(C)C)ncn21	96	3	2
CCOC(=O)N1CCN(C2=C(NS(=O)(=O)c3ccc(Br)cc3)C(=O)c3ccccc3C2=O)CC1	97	-2	-2
C[C@@H]1CN([C@H](C)CO)C(=O)CCCn2nncc2CO[C@@H]1CN(C)S(=O)(=O)c1cccc(F)c1	101	1	-1
O=C(NCC1CCCO1)c1ccc2c(c1)N(Cc1ccc(Cl)cc1)CCS2 (configuration not stated)	108	1	-1
CCCCN(C(=O)c1cc(Cl)nc2ccccc12)c1c(N)n(CCC)c(=O)[nH]c1=O	103	-1	-5
O=C(Nc1nc(-c2ccc([N+](=O)[O-])cc2)cs1)C1=COCCO1	99	-1	12
CSc1ncnc2c1ncn2CCCNCCCN1CCCC1=O	104	1	-1
O=c1c(N=Nc2ccccc2)c[nH]n1-c1ccccc1	102	3	45*
Cc1cccc(OC(=O)Nc2ccc(C(=O)O)c(O)c2)c1	106	-1	-5
C[C@@H]1CN([C@H](C)CO)C(=O)CCCn2nncc2CO[C@@H]1CN(C)C(=O)OCc1ccccc1	111	1	-2
CN(C)C(=S)Oc1ccccc1C1SCCS1	106	-1	-1
CC(C)N1CCN(c2ccncc2S(=O)(=O)N2CCCCC2)CC1	102	-1	-1
Cc1nc(N(C)C2CCCCC2)c2nnn(Cc3ccc(F)cc3)c2n1	103	-2	-11
CC1(C)CC(=O)C=C(c2ccc(-c3cccc(C(N)=O)c3)cc2)C1=O	97	2	1
C[C@H](CO)N1C[C@H](C)[C@@H](CN(C)C(=O)Nc2ccc(F)cc2)Oc2cc(Br)ccc2S1(=O)=O	109	1	-1
CC1=C(C(=O)N2CCOCC2)CC(CC(=O)NC2CC2)C(=O)N1Cc1ccccc1 (configuration not stated)	100	-2	-1
COc1ccc(N2CC(C)(C)[C@H](CC(=O)Nc3ccccc3)C2=O)cc1	103	1	-1
C[C@@H]1CN([C@@H](C)CO)C(=O)c2cc(NC(=O)Nc3ccccc3)ccc2O[C@@H](C)CCCCO[C@H]1CN(C)C(=O)Nc1ccc(C(F)(F)F)cc1	96	0	-1
O=C(CC1C(=O)NCCN1Cc1ccccc1)NC1CCCCC1 (configuration not stated)	106	0	0
CCc1cccc(C)c1NC(=O)COC(=O)CCn1c(C)csc1=O	104	1	-8

New compounds follow:
SMILES	DSG3 Ab inh	V-ATPase pHluor	Wnt act
CC1(C)CC(=O)C=C(c2n[nH]nc2C2=CCCCC2)C1	108	0	-2
Cc1ccc([C@H]2N[C@]3(CCCN(Cc4ccc(Br)cc4)C3=O)[C@H]3C(=O)N(Cc4ccccc4)C(=O)[C@@H]23)cc1	105	-1	-4
CCCC1NC(=O)c2cccnc2-n2c1nc1ccccc1c2=O (configuration not stated)	100	-3	0
O=C(Nc1ccc2c(c1)[C@@H]1C[C@@H](CC(=O)N3CCOCC3)O[C@@H](CO)[C@@H]1O2)NC1CCCC1	100	1	-1
Cc1cc(C(=O)CCC(=O)Nc2ccc(C(N)=O)cc2)c(C)s1	102	0	-2
O=[N+]([O-])c1ccc(NCCCc2ccccc2)cc1	107	-3	4
C[C@@H]1CN([C@@H](C)CO)C(=O)CCCn2nncc2CO[C@H]1CN(C)C(=O)c1ccccc1	98	-1	-1
C[C@H]1CCCCO[C@H](CN(C)Cc2ccccc2)[C@@H](C)CN([C@@H](C)CO)C(=O)c2cc(NC(=O)CCC(F)(F)F)ccc2O1	104	0	2
COc1ccc(NC(=O)N(C)C[C@@H]2OCc3cnnn3CCCC(=O)N([C@H](C)CO)C[C@@H]2C)c(OC)c1	101	3	6
O=S(=O)(N=C1C=CC(=NS(=O)(=O)c2ccccc2)c2ccccc21)c1ccccc1	110	0	-5
NC(=O)C1CCN(C(=O)c2ccc3ncsc3c2)CC1	102	0	-2
COc1ccc(-c2cnc(C(N)=O)c(=O)[nH]2)cc1	111	1	-4
CCN(CC(=O)Nc1c(F)cccc1F)C(=O)c1ccc(OC)c(S(=O)(=O)NC2CCCC2)c1	96	1	-2
COc1cccc(CN(C)C[C@@H]2OCc3cnnn3CCCC(=O)N([C@@H](C)CO)C[C@H]2C)c1	110	1	-3
CCOC(=O)c1nc2ccc(C)cc2c2c1C1CC(c3c(Cl)cccc31)N2C(=O)OCc1ccccc1 (configuration not stated)	103	0	-3
C[C@@H]1CN([C@H](C)CO)C(=O)CCCn2nncc2CO[C@H]1CN(C)Cc1cccc2c1OCCCO2	100	2	-2
O=C1NN=C2CCCCCC12 (configuration not stated)	110	0	1
CCc1ccc([C@@H]2C[C@H]3[C@@H](CN2S(=O)(=O)c2ccc(C)cc2)C(=O)C[C@@H](c2ccc(Cl)cc2)N3S(=O)(=O)c2ccccc2C)cc1	102	0	-2
FC(F)(F)c1nc2nc(Cl)c(Cl)nc2n1CCCN1CCOCC1	102	2	-3
Cc1cc(C)c(NC(=O)C2CCN(S(C)(=O)=O)CC2)c(C)c1	101	-1	-2
O=C1CCN(CCCN2CCC(=O)NC2=S)C(=S)N1	109	0	-3
CCc1nn(CCCC(=O)NC2CCCCC2C)c(=O)c2cc3occc3n12 (configuration not stated)	106	1	0
COc1ccccc1NC(=O)N(C)C[C@H]1Oc2cc(Br)ccc2S(=O)(=O)N([C@H](C)CO)C[C@H]1C	106	0	-1
O=C(NCCCN1CCOCC1)C(=O)NCC1OCCN1S(=O)(=O)c1ccc(Cl)cc1 (configuration not stated)	95	-2	-4
O=S1(=O)CCN(C2CC2)CC1	104	-1	-1

(continued)
SMILES	DSG3 Ab inh	V-ATPase pHluor	Wnt act
C=CCC(=O)N1CCC(n2nccc2NC(=O)c2ccc3c(c2)OCO3)CC1	104	0	0
CC(C)=C(NC(=O)c1ccccc1Cl)C(=O)NCCc1nc2ccccc2[nH]1	99	4	-3
COc1ccc(C(C)=O)cc1OCc1ccccc1	104	-2	0
CCN(c1ccccc1)S(=O)(=O)c1ccc(Cl)c(C(=O)Nc2ccncc2)c1	101	-2	-1
CC1=C(C(=O)OCc2ccccc2)C(c2ccc(C)cc2)NC(=O)N1 (configuration not stated)	105	1	-1
COc1ccc(C(=O)OCC(=O)N(Cc2ccccc2)Cc2ccccc2)c(O)c1	99	0	-7
COP(=O)(OC)C(=NNS(=O)(=O)c1ccc(C)cc1)c1ccccc1	105	1	-1
CCc1cc(-c2nnn(CCC3COCCO3)c2CC)cc(CC)c1-c1cn(CCc2c[nH]c3ccccc23)nn1 (configuration not stated)	97	2	-2
CCN(CC(=O)Nc1ccccc1C(F)(F)F)C(=O)c1ccc2c(c1)NC(=O)C(C)S2 (configuration not stated)	99	1	-3
O=C(CSc1ccc2c(c1)OCCO2)Nc1ccccc1	104	-1	17
Cc1cc2nc[nH]c(=O)n2n1	107	1	-3
COc1cc2[nH]c(=O)c(C(=O)NCc3ccc(C)cc3)c(O)c2cc1OC	99	-3	-5
Cc1ccc(SCc2c(C(=O)N/N=C/c3ccc(C)o3)nnn2-c2nonc2N)cc1	86*	-3	-2
CCN(CC)C(=O)Cn1cc(C(=O)C(=O)Nc2ccc3c(c2)OCO3)c2ccccc21	99	2	9
C[C@H]1CN([C@@H](C)CO)C(=O)CCCn2nncc2CO[C@@H]1CN(C)Cc1ccc(-c2ccccc2)cc1	100	-2	0
Cc1ccc(OCC(=O)OCC(=O)NC2CCS(=O)(=O)C2)cc1C (configuration not stated)	103	-1	4
O=C(Nc1oc2ccccc2c(=O)c1-c1ccccc1)c1ccco1	101	1	-3
COc1ccc(Nc2cc(C)nc3ccc(C)cc23)cc1	98	0	-1
COc1ccc(C(=O)C(C)OC(=O)C2CC3CCCC(C2)C3=O)cc1 (configuration not stated)	106	0	4
CCCCC1CCC(C(=O)N(CCC(C)C)c2c(N)n(CCCC)c(=O)[nH]c2=O)CC1 (configuration not stated)	97	-1	-17
CCOc1ccc(NC(=O)CSc2nc3ccsc3c(=O)n2CCCCC(=O)O)cc1	99	1	24
Cc1ccc(NC(=O)COC(=O)c2cccc(S(=O)(=O)N3CCCCCC3)c2)cc1	96	-2	2
O=C(NCCc1ccc(Cl)cc1)c1cc(S(=O)(=O)N2CCCC2)ccc1F	104	6	-3
O=C(OCC(=O)N1CCCCCC1)c1cc(S(=O)(=O)N2CCOCC2)ccc1F	107	-2	-3
CC(C)CC1C(=O)N(Cc2cn(Cc3ccco3)nn2)CCS(=O)(=O)N1Cc1ccc(-c2ccc(Cl)c(Cl)c2)cc1 (configuration not stated)	106	1	-10
Cc1cccc(OC(=O)c2ccc3c(=O)n4c(nc3c2)CCC4)c1	96	1	-1

Entries above containing an NH in an aromatic ring (12):
SMILES	DSG3 Ab inh	V-ATPase pHluor	Wnt act
O=C(O)C(Cc1c[nH]c2ccccc12)NS(=O)(=O)c1ccc(F)cc1 (configuration not stated)	101	1	-1
Cc1ccc(C(=O)NCC(=O)OCC(=O)N(CC(C)C)c2c(N)n(Cc3ccccc3)c(=O)[nH]c2=O)s1	103	1	0
C[C@@H]1CNC(=O)c2c(C(=O)N[C@@H](Cc3c[nH]c4ccccc34)C(=O)OC(C)(C)C)ncn21	96	3	2
CCCCN(C(=O)c1cc(Cl)nc2ccccc12)c1c(N)n(CCC)c(=O)[nH]c1=O	103	-1	-5
O=c1c(N=Nc2ccccc2)c[nH]n1-c1ccccc1	102	3	45*
CC1(C)CC(=O)C=C(c2n[nH]nc2C2=CCCCC2)C1	108	0	-2
COc1ccc(-c2cnc(C(N)=O)c(=O)[nH]2)cc1	111	1	-4
CC(C)=C(NC(=O)c1ccccc1Cl)C(=O)NCCc1nc2ccccc2[nH]1	99	4	-3
CCc1cc(-c2nnn(CCC3COCCO3)c2CC)cc(CC)c1-c1cn(CCc2c[nH]c3ccccc23)nn1 (configuration not stated)	97	2	-2
Cc1cc2nc[nH]c(=O)n2n1	107	1	-3
COc1cc2[nH]c(=O)c(C(=O)NCc3ccc(C)cc3)c(O)c2cc1OC	99	-3	-5
CCCCC1CCC(C(=O)N(CCC(C)C)c2c(N)n(CCCC)c(=O)[nH]c2=O)CC1 (configuration not stated)	97	-1	-17
